# Screens as filed in PubChem.
# EBNA-1 inh – EBNA-1 DNA-binding inhibitors, primary screen, biochemical, fluorescence polarization. inhibition, % at 14.8 µM. 300,000 compounds, 0.34% hits. AID 1950, 2009; in the data active = inhibition above about 28%
# PREPL inhibitor – PREPL enzyme inhibitors, primary screen, biochemical, fluorescence polarization; recombinant PREPL, fluorescence polarization activity-based probe; inhibition, % at 5.96 µM; 320,000 compounds, 0.68% hits; Prolyl endopeptidase-like (Homo sapiens), Q4J6C6; in the data active = inhibition above about 43%;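 note: 0% = enzyme with DMSO and 100% = wells lacking enzyme; many of its hits are not listed in these tables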
# PAFAH2 inh – PAFAH2 enzyme inhibitors, primary screen, biochemical, fluorescence polarization, human. Platelet-activating factor acetylhydrolase 2, cytoplasmic (Homo sapiens), Q99487. recombinant PAFAH2, FP-rhodamine activity probe. inhibition, % at 3.39 µM. 340,000 compounds, 0.99% hits. AID 492956, 2010;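 active = inhibition above the mean over all tested compounds plus 3 SD, cut at about 30% in these data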;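 note: inhibitors block probe labeling of enzyme so polarization drops; 0% = enzyme with DMSO and 100% = wells lacking PAFAH2 protein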
# PAFAH1B3 inh – PAFAH1B3 enzyme inhibitors, primary screen, biochemical, fluorescence polarization, human; Platelet-activating factor acetylhydrolase IB subunit alpha1 (Homo sapiens), Q15102; inhibition, % at 3.39 µM; recombinant PAFAH1B3, FP-rhodamine probe; 340,000 compounds, 0.28% hits;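 active = inhibition above the screen-wide average of all tested compounds plus 3 SD, cut at about 25% in these data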;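 note: 0% = enzyme with DMSO only and 100% = wells lacking PAFAH1B3 protein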
# Target sequence (Q15102 whole entry, looked up): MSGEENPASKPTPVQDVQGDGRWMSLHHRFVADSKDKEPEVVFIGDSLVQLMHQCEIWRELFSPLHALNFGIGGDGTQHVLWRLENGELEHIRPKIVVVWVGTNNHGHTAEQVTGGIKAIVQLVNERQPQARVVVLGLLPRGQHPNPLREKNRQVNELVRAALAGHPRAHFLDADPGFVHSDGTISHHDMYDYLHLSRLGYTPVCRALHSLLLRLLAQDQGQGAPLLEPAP
# ZTA counter – ZTA (EBV) inhibition in EBNA-1 counter-screen; P03206; 320,000 compounds, 0.15% hits; ZTA-DNA binding, fluorescence polarization; inhibition, % at 11 µM; in the data active = inhibition above about 33%
# PAD4 inh – human PAD4 inhibitors, primary screen, biochemical, fluorescence polarization, 1536-well format. Protein-arginine deiminase type-4 (Homo sapiens), Q9UM07. recombinant PAD4, RCA probe fluorescence polarization. inhibition, % at 6.36 µM. 330,000 compounds, 0.41% hits;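 active = percent inhibition above a cutoff equal to the mean of all tested compounds plus 3 SD, cut at about 15% in these data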;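 note: 0% = PAD4 with RCA probe and DMSO and 100% = probe without PAD4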
# Target sequence (Q9UM07 whole entry, looked up): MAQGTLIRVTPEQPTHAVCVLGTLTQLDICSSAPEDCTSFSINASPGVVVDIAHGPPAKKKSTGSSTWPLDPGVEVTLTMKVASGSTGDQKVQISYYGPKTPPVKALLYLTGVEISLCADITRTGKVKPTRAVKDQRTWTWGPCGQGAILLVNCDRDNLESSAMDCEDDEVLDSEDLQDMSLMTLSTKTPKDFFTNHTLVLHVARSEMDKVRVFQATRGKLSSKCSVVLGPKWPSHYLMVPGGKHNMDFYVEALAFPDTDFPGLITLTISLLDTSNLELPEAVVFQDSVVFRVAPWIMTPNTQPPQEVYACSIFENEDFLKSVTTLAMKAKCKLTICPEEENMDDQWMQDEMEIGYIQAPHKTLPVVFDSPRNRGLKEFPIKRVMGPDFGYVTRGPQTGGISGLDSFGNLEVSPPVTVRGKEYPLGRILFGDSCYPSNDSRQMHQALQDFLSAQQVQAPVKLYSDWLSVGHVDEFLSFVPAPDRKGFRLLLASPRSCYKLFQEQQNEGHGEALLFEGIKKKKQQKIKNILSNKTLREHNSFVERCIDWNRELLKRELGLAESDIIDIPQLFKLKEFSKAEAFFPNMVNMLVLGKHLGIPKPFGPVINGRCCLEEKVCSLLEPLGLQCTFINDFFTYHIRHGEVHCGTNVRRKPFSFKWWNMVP
# GSTO1 counter – inhibitors of recombinant GSTO1, primary screen, counter-screen for RBBP9 inhibitor project, biochemical, fluorescence polarization; activity-based probe fluorescence polarization; Glutathione S-transferase omega-1 (Homo sapiens), P78417; AID 1974, 2009; 300,000 compounds, 1.1% hits; inhibition, % at 5.96 µM;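 active = inhibition above the campaign mean inhibition plus 3 SD, cut at about 35% in these data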;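 note: 0% = GSTO1-1 with DMSO and 100% = wells lacking GSTO1-1 enzyme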
# LYPLA1 inh – LYPLA1 inhibitors, primary screen, counter-screen for PME1 inhibitor project, biochemical, fluorescence polarization, FP-Rh probe ABPP | recombinant LYPLA1 | inhibition, % at 5.9 µM | 320,000 compounds, 0.16% hits | AID 2174, 2009;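 active = inhibition above the mean of all tested compounds plus 3 SD, set per campaign, cut at about 14% in these data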;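 note: inhibitors block serine hydrolase probe labeling of LYPLA1 so polarization falls; 0% = enzyme with DMSO and 100% = wells lacking LYPLA1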
# LYPLA2 counter – LYPLA2 inhibitors, primary screen, counter-screen for PME1 inhibitor project, biochemical, fluorescence polarization, FP-Rh probe ABPP. recombinant LYPLA2. inhibition, % at 5.9 µM. 320,000 compounds, 0.38% hits. AID 2177, 2009;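 active = inhibition above the screen-wide mean plus 3 SD, limit set per campaign, cut at about 26% in these data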;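 note: 0% = LYPLA2 with DMSO and 100% = wells lacking LYPLA2 enzyme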
# * = called active by the depositor; / = no result given. An excerpt (hit frequency here may not be typical).
SMILES,EBNA-1 inh,PREPL inhibitor,PAFAH2 inh,PAFAH1B3 inh,ZTA counter,PAD4 inh,GSTO1 counter,LYPLA1 inh,LYPLA2 counter
CC[C@]12c3[nH]c4ccccc4c3CCN1C(=O)C(CC(=O)NCC13CC4CC(CC(C4)C1)C3)C[C@@H]2C(=O)N1CCN(C(=O)c2ccco2)CC1 (stereo partly drawn),/,23.7,2.4,1.7,/,4.0,/,/,/
CN1N=C2c3ccccc3CCC2C1c1ccc(C(F)(F)F)cc1 (stereo not drawn),-4.9,-5.4,/,/,16.4,1.4,0.3,-0.7,0.5
Cc1ccc(NC(=O)C(=O)NCC2CCN(C(=O)c3cccc([N+](=O)[O-])c3)CC2)cc1,-2.0,9.7,3.4,0.2,11.5,-0.5,11.6,2.5,8.0
C/C(=N\Nc1nc(C(C)(C)C)cs1)c1ccccc1,-16.1,-9.8,1.6,-4.4,-5.3,-5.5,0.3,2.4,0.5
C=CCN1C(=O)S/C(=C\c2ccc3c(c2)n(C)c(=O)n3C)C1=O,-0.7,2.7,6.4,6.6,3.5,0.4,-0.8,4.1,-0.5
CC(C)C(=O)NNC(=O)C1CC1(c1ccccc1)c1ccccc1 (stereo not drawn),-1.5,-0.2,3.8,0.4,-6.0,1.4,0.6,-1.8,0.1
CCc1nc(-c2ccccc2)c2ccccn12,2.4,4.2,5.6,6.1,-7.8,3.6,5.6,-3.4,1.9
COc1ccc(CCNC(=O)C2CCN(S(=O)(=O)c3c(C)noc3C)CC2)cc1OC,3.5,0.7,2.9,12.4,0.3,-5.5,-0.1,-3.1,7.9
O=C(Nc1ccccc1C(=O)NCCN1CCOCC1)c1ccco1,-9.4,12.4,2.5,2.7,4.0,-1.9,5.0,-4.5,2.8
Cc1ccc(S(=O)(=O)N2CCC(=O)N(CCOCc3cccc(F)c3)CC2)cc1,6.2,7.8,2.8,3.6,12.3,0.4,-2.3,0.9,0.3
Clc1ccc(OCc2nn3c(C4CCCCC4)nnc3s2)c(Cl)c1,-0.9,23.2,7.9,0.5,-15.5,2.1,-8.8,-6.0,1.1
CN(C1CCCCC1)S(=O)(=O)c1ccc(NC(=S)NC(=O)c2cccs2)cc1,9.1,2.7,-9.4,-4.2,3.9,-0.5,-12.8,-17.4,-29.2

# Reprinted from the part before: three compounds, then new ones.
SMILES,EBNA-1 inh,PREPL inhibitor,PAFAH2 inh,PAFAH1B3 inh,ZTA counter,PAD4 inh,GSTO1 counter,LYPLA1 inh,LYPLA2 counter
Cc1ccc(S(=O)(=O)N2CCC(=O)N(CCOCc3cccc(F)c3)CC2)cc1,6.2,7.8,2.8,3.6,12.3,0.4,-2.3,0.9,0.3
Clc1ccc(OCc2nn3c(C4CCCCC4)nnc3s2)c(Cl)c1,-0.9,23.2,7.9,0.5,-15.5,2.1,-8.8,-6.0,1.1
CN(C1CCCCC1)S(=O)(=O)c1ccc(NC(=S)NC(=O)c2cccs2)cc1,9.1,2.7,-9.4,-4.2,3.9,-0.5,-12.8,-17.4,-29.2
COc1ccc(CCC(C)N(C)Cc2ccccc2)cc1 (stereo not drawn),-6.8,-30.7,0.9,4.0,19.6,-4.5,8.1,-2.3,-2.1
c1ccc(C2=NNC(c3ccccn3)=NN2)nc1,-10.8,4.3,1.0,3.7,6.1,-3.7,11.7,-4.0,-0.8
O=C(C1CCCN1S(=O)(=O)c1ccc(Cl)cc1)N1CCOCC1 (stereo not drawn),3.3,-5.6,-9.3,5.6,-16.9,1.4,2.0,-1.8,-7.6
O=S(=O)(c1ccccc1)N1N=C(c2ccccc2)CC1c1ccco1 (stereo not drawn),-2.5,-1.9,/,/,-8.0,-2.3,3.2,-2.6,-0.9
COc1ccc(OC)c(/C=C/C(=O)NCCc2nc3ccccc3[nH]2)c1,5.9,3.7,5.2,0.3,23.1,-1.3,3.5,-0.3,6.4
CN(C)CCNC(=O)COc1cccc2c1OC(C)(C)C2,9.9,-4.4,-5.5,5.6,-11.7,0.6,-7.0,4.5,7.0
O=C(O)[C@@H]1Cc2ccccc2N1,12.4,11.2,0.6,9.4,-1.8,1.2,6.3,1.6,2.2
COc1ccccc1OCC(=O)Nc1ccc(Cl)cc1,6.7,13.8,-15.9,10.5,-5.5,-2.9,2.2,-0.1,-0.6
CCCCCc1nnc(NC(=O)c2ccc(N3CCCC3=O)cc2)s1,-14.1,-0.8,9.1,-1.6,3.5,-12.0,-0.9,2.2,6.5
CC1CCCCC12NC(=O)N(CC(=O)Nc1ccc3[nH]c(=O)[nH]c3c1)C2=O (stereo not drawn),-12.2,1.5,-1.0,3.1,-9.3,-4.8,-9.1,-0.7,1.8
Cc1cc(C)c(OCCOCCN2CCCC2)c(C)c1,-17.9,-1.3,4.0,11.3,-18.5,-3.8,6.5,1.8,1.2
COc1cccc(NC(=O)CN(C)C(=O)c2c(C)nn(CC(C)C)c2Cl)c1,/,21.2,2.1,14.5,-1.8,0.4,/,1.0,-7.0
CCOc1ccccc1N1CCN(C(=O)CN2C(=O)NC3(CCCC3)C2=O)CC1,-6.2,13.1,4.0,1.8,-23.6,-1.8,6.0,-0.3,-0.1
O=C(COC(=O)c1ccc(Cl)nc1)Nc1ccc2c(c1)CCC2,/,10.6,41.7*,10.2,/,-8.9,/,/,/
COc1cccc(CN2CC(C(=O)N3CCCCCCC3)CCC2=O)c1 (stereo not drawn),2.8,4.5,-6.6,5.2,2.5,-2.7,3.2,-1.6,-3.1
Cc1ccc(S(=O)(=O)NC(CC(C)C)C(=O)N2CCCCCCC2)cc1 (stereo not drawn),5.5,2.0,0.1,1.4,4.8,-3.1,6.7,0.8,-2.5
Cc1cc(OC(=O)c2ccc(C(C)(C)C)cc2)c([N+](=O)[O-])c(=O)[nH]1,-0.6,-6.7,-1.9,3.5,5.8,-3.1,4.8,3.0,9.3
CCOc1c(Cl)cc(CNCC(O)c2ccccc2)cc1OC (stereo not drawn),-4.7,-3.9,3.5,5.4,0.8,-6.3,-3.6,0.7,7.7
O=C(Nc1nnc(-c2ccc(Cl)cc2)o1)Nc1ccccc1F,8.8,7.0,-2.8,1.0,3.0,-4.7,4.6,-1.7,2.0
Cc1ccc(NC(=O)CSc2nnc(CNC(=O)c3cccs3)o2)c(C)c1,7.1,-4.6,7.1,-10.5,11.6,-2.8,3.0,5.4,5.0
O=S(=O)(NCC1CCCO1)c1ccc2c(c1)OCCO2 (stereo not drawn),8.9,2.2,-4.9,3.7,10.2,-1.5,-1.8,1.2,5.7
COc1cccc(C(=O)NCC2(c3ccccc3)CCCC2)c1OC,2.2,-8.9,4.4,-0.9,-4.1,2.9,-3.3,-2.0,-0.8
COCCn1c(=O)[nH]c(=O)c2c1nc(-c1cc(Br)c3c(c1)OCO3)n2Cc1ccccc1,-3.3,12.4,10.6,2.9,-3.6,-6.0,1.8,0.0,-2.7
Cc1ccc(NS(=O)(=O)c2ccc(-c3cnc(C4CC4)o3)cc2)cc1,-6.0,-26.9,15.6,0.8,-7.0,-0.4,-3.1,-4.3,-10.0
COc1ccc(C=Nc2ccc3[nH]ncc3c2)c(O)c1,-10.4,0.1,-6.0,0.7,-4.0,-15.2,4.9,1.3,1.5
CCOc1ccc(C(=O)NCC(=O)OCC(=O)N2C(C)CCCC2C)cc1 (stereo not drawn),6.4,-5.0,5.8,1.1,7.2,-4.2,-4.2,-0.8,-5.7
N=C1c2ccccc2CN1NC(=O)COc1ccc(Cl)cc1,-5.8,0.5,2.5,-0.5,15.8,-5.5,-7.1,-0.4,2.9
COC(=O)c1cc(COC(=O)c2nc3nc(C)cc(C)n3n2)oc1C,-4.3,-1.1,1.7,2.9,9.7,-7.0,-2.9,1.6,1.4
O=C(COc1ccc(Cl)cc1Br)N1CCN(c2ccccc2)CC1,10.7,4.9,-2.3,5.1,6.2,-0.8,5.7,-0.3,7.0
O=C1CSC(=NC2CCCCC2)N1,9.3,-3.1,7.2,9.2,-3.5,-2.0,13.9,1.7,5.0
O=C(COC(=O)Cn1nc(-c2ccccc2)oc1=O)Nc1ccc(F)cc1,/,-2.0,4.8,7.2,17.1,-1.3,/,0.4,0.9
Cc1ccc(Nc2nc(CSc3nnc(-c4ccccc4C)n3C)cs2)cc1,5.0,40.3,-0.2,1.8,4.9,0.0,0.6,-2.2,4.6
O=C1CC(N2CCSCC2)C(=O)N1c1ccc(Br)cc1 (stereo not drawn),-1.8,-0.1,-6.3,1.2,2.0,-0.7,0.3,1.7,5.4
CC[C@H](C)[C@H](NC(=O)c1ccc(Cl)cc1)C(=O)OCC(=O)c1ccc2c(c1)NC(=O)CO2,1.2,1.8,-1.5,-0.1,-4.3,-0.7,1.4,-0.7,-3.5
CCOC(=O)c1cc(-c2ccncc2)nc2c1c(C)nn2-c1ccccn1,4.9,-2.3,-2.9,8.0,2.3,2.0,-3.7,-0.5,-0.1
CCOc1cc(/C=C2\CCCc3c2nc2ccccc2c3C(=O)O)ccc1OC,-5.3,-5.8,13.3,5.0,-13.9,9.3,9.0,-1.3,-3.5
Cc1ccnn1Cc1cc(C(=O)O)c2ccccc2n1,-7.1,3.2,2.9,2.7,-3.0,-4.8,-0.6,-1.4,-7.2
CCn1c(COc2ccc(=O)n(-c3ccccc3)n2)nnc1SCc1cccc(OC)c1,-2.6,-2.5,4.5,2.3,19.7,-4.9,0.3,-1.4,-5.7
CC1(c2nnc(-c3ccncc3)o2)CC(c2ccc(Cl)cc2)=NO1 (stereo not drawn),3.8,-12.5,-2.6,3.5,13.7,2.0,3.5,3.1,5.5
Cc1csc(N/N=C/c2ccc(O)c([N+](=O)[O-])c2)n1,1.3,2.6,25.9,25.9*,-1.1,5.1,84.3*,4.4,5.0
CC(=O)C1=C(O)CCCC1=NCc1nc2ccccc2[nH]1,0.8,13.9,-7.0,3.2,9.6,0.1,3.6,1.0,1.2
CCCC(=O)Nc1ccc(C(=O)NNC(=O)COc2ccc(Br)c(C)c2)cc1,1.9,-3.3,-2.9,1.3,5.6,-4.8,-4.9,-8.1,-18.1
CC(=O)c1c(C)[nH]c(C(=O)OCC(=O)N(C)c2c(N)n(Cc3ccccc3)c(=O)[nH]c2=O)c1C,-0.3,0.9,4.7,-0.2,-1.1,2.8,-4.6,-0.6,3.2
CCCn1nc(C(=O)NNC(=O)c2ccc(OC(F)F)cc2)c2ccccc2c1=O,/,7.0,-5.7,-1.7,/,1.0,/,/,/
O=C(O)COCC(=O)Nc1ccc2c(c1)CCC2,0.5,5.0,4.9,4.9,-7.8,-4.0,1.8,0.6,0.8
CN(C)S(=O)(=O)c1cccc(NC(=O)COc2ccc(C(=O)c3ccccc3)cc2)c1,-9.2,11.8,-19.7,-2.6,0.4,-7.2,-12.3,-14.7,-16.1
COc1ccc(S(=O)(=O)NCCOc2ccccc2)cc1C,1.6,-15.1,0.4,6.3,7.7,5.3,0.9,4.0,11.3
CCCCCn1c(=O)[nH]c2cc(C(=O)Nc3ccc(OC)cc3)ccc2c1=O,3.2,5.7,-6.3,-2.8,-6.0,-1.2,6.3,3.2,2.5
